# From PubChem
# GPR151 ag: activators of human GPR151, primary screen, cell-based, PathHunter beta-arrestin, luminescence | G-protein coupled receptor 151 (Homo sapiens), Q8TDV0 | activation, % at 11.2 µM | hit rate 1% among 650,000 | PathHunter beta-arrestin GPR151 cells | AID 1508602, 2020; in the data active = activation above about 4.9%;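 note: 0% = median of compound wells and 100% = cells with positive control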
# Target sequence (Q8TDV0 whole entry, looked up): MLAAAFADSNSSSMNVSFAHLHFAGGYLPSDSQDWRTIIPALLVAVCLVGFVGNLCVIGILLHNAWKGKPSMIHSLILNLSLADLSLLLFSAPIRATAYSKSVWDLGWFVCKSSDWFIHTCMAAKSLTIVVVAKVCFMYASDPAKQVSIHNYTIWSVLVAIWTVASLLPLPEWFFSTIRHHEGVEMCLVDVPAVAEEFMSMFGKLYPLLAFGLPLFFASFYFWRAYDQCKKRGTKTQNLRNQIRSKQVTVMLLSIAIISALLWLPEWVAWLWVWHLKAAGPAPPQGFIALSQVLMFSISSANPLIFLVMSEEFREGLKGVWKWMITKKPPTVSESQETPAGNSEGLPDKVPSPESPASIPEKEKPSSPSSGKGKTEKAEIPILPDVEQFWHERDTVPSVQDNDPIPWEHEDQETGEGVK
# MITF primary: MITF inhibitors, primary screen, biochemical, AlphaScreen, human; hit rate 0.91% among 650,000; AID 1259374, 2018; Microphthalmia-associated transcription factor (Homo sapiens), O75030; AlphaScreen MITF homodimerization, bead proximity signal; inhibition, % at 2.6 µM; in the data active = inhibition above about 50%;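 note: 0% = vehicle wells with protein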
# Target sequence (O75030 whole entry, looked up): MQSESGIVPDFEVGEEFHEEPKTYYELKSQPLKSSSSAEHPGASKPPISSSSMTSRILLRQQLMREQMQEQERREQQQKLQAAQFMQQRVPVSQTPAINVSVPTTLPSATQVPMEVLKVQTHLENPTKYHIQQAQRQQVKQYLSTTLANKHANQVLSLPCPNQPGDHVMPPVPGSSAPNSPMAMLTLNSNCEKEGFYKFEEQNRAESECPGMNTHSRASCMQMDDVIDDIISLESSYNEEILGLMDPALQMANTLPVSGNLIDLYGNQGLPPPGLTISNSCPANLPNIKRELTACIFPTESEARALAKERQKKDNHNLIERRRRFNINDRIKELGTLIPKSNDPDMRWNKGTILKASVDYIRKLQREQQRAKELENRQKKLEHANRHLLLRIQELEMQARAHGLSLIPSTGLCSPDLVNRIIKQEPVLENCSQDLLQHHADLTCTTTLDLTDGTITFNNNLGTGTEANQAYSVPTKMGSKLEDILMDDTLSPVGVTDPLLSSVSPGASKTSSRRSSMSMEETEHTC
# FBW7 activator: FBW7 E3 ligase activators, primary screen, biochemical, AlphaScreen, human. F-box/WD repeat-containing protein 7 (Homo sapiens), Q969H0. AlphaScreen FBW7–phospho-cyclin E peptide binding, activator screen. normalized activity (activation), % at 26.1 µM. hit rate 0.13% among 650,000. AID 1259310, 2017; in the data active = normalized activity above about 1.9%;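 note: purified mutant Fbw7 with reduced substrate affinity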
# TEAD-YAP inh: TEAD-YAP interaction inhibition, primary screen, TEAD-YAP interaction inhibitor project, luminescence, HEK-TIYL cells. inhibition, % at 9.12 µM. TEAD-Gal4/YAP UAS-luciferase luminescence. hit rate 1.4% among 640,000; in the data active = inhibition above about 32%;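 note: 0% = median of test compound wells and 100% = reference inhibitor wells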
# An asterisk follows results filed as active.
SMILES,GPR151 ag,MITF primary,FBW7 activator,TEAD-YAP inh
N#CC1(C(=O)Nc2ccc(Cl)cc2Cl)CC1,0.6,6,-0.1,-18
COc1cc(Nc2nc(Nc3cnccn3)nc3c2ncn3Cc2ccc(C(F)(F)F)cc2)cc(OC)c1OC,0.6,6,0.0,7
CCOC(=O)c1nnn(-c2nonc2N)c1CN(C)C1CCCCC1,-0.3,8,0.1,1
Cc1ccc2onc(CNC(=O)NC3CCCC(C)C3C)c2c1 (configuration not stated),3.9,0,-0.1,3
CCC(CC)C(=O)Nc1cc(C)cc(C)c1,-0.2,-24,0.0,3
COc1ccc(C(=O)N2CCC(C3(C)NC(=O)N(C4Cc5ccccc5C4)C3=O)CC2)cc1 (configuration not stated),0.5,-14,-0.1,11
CCc1ccc2c(c1)C(=O)C(=O)N2CC(=O)NCC1COCCO1 (configuration not stated),-1.5,18,0.3,-1
COC(=O)C1=C(N)n2c(s/c(=C\c3ccc(Cl)cc3)c2=O)=C(C(=O)OC)C1c1ccc(Cl)cc1 (configuration not stated),4.8,2,-0.1,22
O=C(Nc1ccc(O)c(-c2nc3ccccc3o2)c1)c1cccc2ccccc12,0.3,-19,0.0,2
CN1CCN(C(=O)c2ccc(-c3ncc(C(=O)NCCOc4ccccc4)s3)cc2)CC1,1.2,10,0.1,-3
N#CCC(=O)Nc1ccc(C(=O)OCC(=O)NC(=O)NC2CCCC2)cc1,2.2,6,0.2,-4
COC(=O)c1ccc(/C=N/N=C2\NC(=O)C(CC(=O)Nc3ccccc3)S2)cc1 (configuration not stated),0.0,12,0.0,10
NC(CC(=O)O)c1cccc(Br)c1 (configuration not stated),0.5,13,0.6,2
O=S(=O)(Nc1nc2ccccc2nc1Nc1ccc(F)cc1)c1cccs1,0.2,5,-0.1,0
CCCCc1nc2scc(-c3ccc(Cl)cc3)c2c(=O)n1N,3.0,2,-0.1,4
O=C(c1cccc(F)c1)N1CCN(Cc2cccc(Oc3ccccc3)c2)CC1,1.9,38,-0.3,-16
CCCCN1CCc2[nH]c(=S)[nH]c(=O)c2C1,0.5,2,-0.2,12
COc1ccc(/C=N\NC(=O)c2cc(C)oc2C)cc1OC,-1.5,0,0.1,-23
CCOC(=O)C1C(=O)C=C(c2cccs2)CC1c1cccc(OC)c1OC (configuration not stated),-0.1,8,-0.1,3
CCN1CCN(c2ncc(C(=O)NC3CCCCC3)c3ccccc23)CC1,-0.4,7,0.2,-3
CSCCC(NC(=O)C(Cc1ccccc1)NC(=O)c1ccccc1)C(=O)O (configuration not stated),1.0,0,-0.1,2
Nc1ccc(Cl)c(NC(=O)CC(=O)c2ccccc2)c1,0.6,3,-0.1,-13
Cc1ccc(C2CC(C(F)(F)F)n3nc(C(=O)N(C)CCC#N)cc3N2)cc1 (configuration not stated),0.0,7,-0.1,-12
CC(=O)c1ccc(NC(=O)c2oc(=O)c3ccccc3c2-c2ccccc2)cc1,-0.9,-13,-0.2,2
COc1cccc(-n2c(SCC(=O)Nc3nccs3)nnc2-c2ccoc2C)c1,-1.4,22,0.1,-2
COc1cc(-c2nc3ccc(C(=O)NCc4ccccc4)cc3nc2-c2cc(OC)c(OC)c(OC)c2)cc(OC)c1OC,2.2,12,0.1,2
CCCCc1ccc(-c2nc(C=Nc3ccc(Cl)c([N+](=O)[O-])c3)c(O)o2)cc1,1.7,1,0.0,11
O=C(Nc1cc(-c2ccncc2)ccc1O)C1COc2cc3ccccc3cc2O1 (configuration not stated),1.2,12,-0.2,-3
O=C(Nc1ccc(Br)cc1)Nc1nnc(N2CCCCC2)s1,0.7,5,-0.2,-3
CC(CC(=O)O)CC(=O)N1CCCC(c2nc(-c3ccc4c(c3)OCO4)c3ccccn23)C1 (configuration not stated),0.2,12,-0.9,-5
C=CCc1ccc(OCCOc2ccc(/C=N/n3cnnc3)cc2OCC)c(OC)c1,2.6,-2,-0.1,2
CCOc1ccc(NC(=O)c2ccc(N(C)S(C)(=O)=O)cc2)cc1,-0.2,3,0.0,2
CCCc1cc(=O)oc2c(C)c(OCC(=O)OCC)ccc12,0.7,6,0.0,3
O=[N+]([O-])c1cccc(S(=O)(=O)N(O)c2ccccc2)c1,1.6,-3,0.0,1
Cc1cccc(C(=O)N2CCc3nnc(C(NC(=O)C4CCOC4)C(C)C)n3CC2)c1 (configuration not stated),-1.2,-6,0.1,3
c1ccc(-c2cc(N3CCOCC3)nc(-c3ccccn3)n2)nc1,-0.8,113*,-1.0,45*
C=C(C)c1cccc(C(C)(C)NC(=O)NNc2nc(C)cc(C)n2)c1,0.4,-5,-0.1,3
Cc1ccccc1C(=O)N1CCc2c(cnc(C)c2CNC(=O)CN2CCCCC2)C1,2.0,0,-0.1,6
COc1cc(/C=C2/NC(=O)NC2=O)ccc1OCC(=O)Nc1ccc(F)cc1,4.2,6,-0.1,1
CC1CC(=O)N(Cc2ccccc2F)c2ccccc2S1 (configuration not stated),-1.1,-3,-0.1,0
COc1ccc(OCCCC(=O)NCc2ccccc2)cc1,-0.6,17,-0.1,-6
O=C(CN(Cc1ccccc1)C(=O)CNS(=O)(=O)c1ccccc1)NCc1ccco1,1.3,11,0.2,15
Fc1ccccc1NC(=S)N1CCOCC1,-1.2,17,0.5,3
CCOC(=O)c1ccc(NC(=S)NC2CC2)cc1,-0.7,-8,-0.1,-17
O=C(CCNS(=O)(=O)c1ccc(OC(F)(F)F)cc1)NC1CC1,-3.7,-4,0.0,-6
C=CCSc1nc(C)c(C(=O)Nc2ccccc2)c(-c2ccc(OC)cc2)c1C#N,-0.2,-6,0.0,-1
Cc1ccc(C)c(-c2csc(Nc3ccc(C)c(Cl)c3)n2)c1,1.6,17,-0.1,-7
COc1ccc(-c2nc(Nc3cc(OC)c(OC)c(OC)c3)c3[nH]cnc3n2)cc1,-0.1,63*,1.1,54*
COc1ccc(OC)c(NC(=O)CCCN2C(=S)NC(C)(C)CC2C)c1 (configuration not stated),-0.2,4,0.4,-10
C/C(CC(=O)Nc1ccc2c(c1)OCCO2)=N\NC(=O)C(=O)Nc1ccccc1,-1.0,-2,0.1,-10
CCC(=O)N1CCN(c2ccc(NC(=O)c3ccc(Br)o3)cc2Cl)CC1,0.5,0,0.2,-8
CCOc1ccccc1N1CCN(C(=O)Nc2ccc([N+](=O)[O-])cc2OC)CC1,-1.3,16,0.0,13
COc1ccc(Cn2cccc(NC(=O)Nc3cccc(C#N)c3)c2=O)cc1,-0.2,2,0.0,14
COc1cccc(CN2CCNC(=O)C2CC(=O)N(C)CCc2ccccc2)c1 (configuration not stated),0.3,-73,-0.2,2
OCC1(Cc2ccccc2)CCN(Cc2ccccn2)CC1,-2.1,20,0.0,13
CCCCCc1c(C)c(C#N)c2nc3ccccc3n2c1NCCCN1CCOCC1,-0.9,-11,0.4,1
Cc1ccc(NC(=O)c2ccc(NCCN)c([N+](=O)[O-])c2)cc1,0.0,1,-0.1,-33
O=C(CSc1nc(C(F)(F)F)cc(=O)[nH]1)Nc1cccc(F)c1,-1.4,8,-0.1,-4
O=C(Cc1c(F)cccc1Cl)Nc1nncs1,1.9,-3,0.1,-3
COc1ccc(/C=N/n2cnc3ccccc32)cc1,-0.5,-6,-0.1,-31

# At a glance, part of the list above:
SMILES,GPR151 ag,MITF primary,FBW7 activator,TEAD-YAP inh
N#CC1(C(=O)Nc2ccc(Cl)cc2Cl)CC1,0.6,6,-0.1,-18
COc1cc(Nc2nc(Nc3cnccn3)nc3c2ncn3Cc2ccc(C(F)(F)F)cc2)cc(OC)c1OC,0.6,6,0.0,7
CCOC(=O)c1nnn(-c2nonc2N)c1CN(C)C1CCCCC1,-0.3,8,0.1,1

# Entries above that have two or more sulfur atoms, in the order listed:
SMILES,GPR151 ag,MITF primary,FBW7 activator,TEAD-YAP inh
O=S(=O)(Nc1nc2ccccc2nc1Nc1ccc(F)cc1)c1cccs1,0.2,5,-0.1,0
COc1cccc(-n2c(SCC(=O)Nc3nccs3)nnc2-c2ccoc2C)c1,-1.4,22,0.1,-2

# Next section:
SMILES,GPR151 ag,MITF primary,FBW7 activator,TEAD-YAP inh
CN(c1ccc(C(=O)Nc2ccccc2C(F)(F)F)cc1)S(C)(=O)=O,-1.5,3,0.1,-5
N#C/C(=N\Nc1ccc(S(=O)(=O)N2CCOCC2)cc1)c1nc2ccccc2s1,-0.2,16,-0.1,31
O=C(COC(=O)c1cc(-c2ccccn2)nc2ccccc12)Nc1ccc(F)c([N+](=O)[O-])c1,0.2,4,0.0,0
COc1ccc2c(c1)OC(C)CN(CCC(=O)NCC1OCCc3ccccc31)C2 (configuration not stated),-1.1,12,0.0,1
COc1ccc(-n2nc(C(=O)Nc3cnc4ccccc4c3)c3ccccc3c2=O)c(OC)c1,-3.0,-6,0.0,3
CNC(=O)COc1ccc(Nc2nnc(-c3ccc(C)c(S(=O)(=O)NC(C)(C)C)c3)c3ccccc23)cc1,-1.8,-2,-0.1,-5
CCc1ccccc1NC(=O)c1cc2nc(-c3ccccc3)cc(C)n2n1,-1.6,-2,0.4,2
CC(C)(C)n1nc2c(c1-n1cccc1)CN(C(=O)c1cccs1)C2,2.3,11,0.0,-17
CCn1c(=NC(=O)C2CC2)sc2c(OC)ccc(OC)c21,0.6,6,-0.1,3
CC(C)(C)C(=O)[C@@H]1[C@@H](c2ccc(F)cc2)C(C#N)(C#N)[C@H]2C=Cc3ccccc3N12,-0.4,3,0.2,4
Cc1ccc(N2C(=O)C3ON(c4ccccc4)C(c4cc(Br)ccc4O)C3C2=O)cc1 (configuration not stated),0.9,13,0.3,-4
Cc1cccc(-c2nc3ccccc3c(=O)n2NC(=O)c2cc(C)c(C)cc2C)c1,-0.6,11,0.1,-7
Cn1c(=O)c(=O)n(C)c2cc(S(=O)(=O)NCc3ccccc3)ccc21,-0.1,8,0.1,-13
CCn1c(C(=O)O)c(CNCCc2cc(OC)ccc2OC)c2ccc(C)cc21,-0.9,2,0.1,12
CCC1CN(CC(=O)N2CCC(C(O)c3ccccc3)CC2)Cc2cc(OC)ccc2O1 (configuration not stated),0.2,0,-0.1,16
COc1ccc(-c2nc(NCc3ccccc3)c3[nH]cnc3n2)cn1,-0.3,3,0.1,-5
COc1ccc(N(C(=O)/C=C/c2ccccc2)C2=CC3CCC(C2)N3C)cc1 (configuration not stated),-2.7,56*,0.2,-33
CC1(C)CC(=O)c2c(nn(-c3ccccc3)c2N)C1,0.2,15,0.8,8
COc1ccc(CCNc2nc(Nc3ccc(C(F)(F)F)cc3)nc3c2ncn3-c2ccccc2)cc1,-0.8,-4,0.2,10
CC(Cc1ccccc1)NC(=O)c1ccnc(Cl)c1 (configuration not stated),-2.9,-4,0.9,-11

# Some entries already given with just TEAD-YAP inh and GPR151 ag.
mol | TEAD-YAP inh | GPR151 ag
CCC1CN(CC(=O)N2CCC(C(O)c3ccccc3)CC2)Cc2cc(OC)ccc2O1 (configuration not stated) | 16 | 0.2
COc1ccc(-c2nc(NCc3ccccc3)c3[nH]cnc3n2)cn1 | -5 | -0.3
COc1ccc(N(C(=O)/C=C/c2ccccc2)C2=CC3CCC(C2)N3C)cc1 (configuration not stated) | -33 | -2.7
CC1(C)CC(=O)c2c(nn(-c3ccccc3)c2N)C1 | 8 | 0.2

# Next section.
SMILES,GPR151 ag,MITF primary,FBW7 activator,TEAD-YAP inh
CCC(=O)N/C(=N\c1nc(C)cc(C)n1)Nc1ccc(OC)cc1,1.2,7,0.0,3
O=C(Nc1ccc(-n2cccn2)cc1)C1CCN(C2Cc3ccccc3C2)CC1,-0.2,-4,0.0,-11
COc1ccc2c([N+](=O)[O-])c(-n3nnc4ccccc43)[nH]c2c1,0.1,-10,0.2,-8
N#CC1(C#N)[C@@H]2c3ccccc3C=CN2[C@@H](C(N)=O)[C@@H]1c1ccc(Cl)cc1,0.8,4,0.0,3
CCN1CCCC1CNC(=O)c1cn(CCOC)c(=O)c2c1c1ccccc1n2C (configuration not stated),-0.7,-3,0.1,-11
OCCCNc1ccc2ncc(-c3ccc4ccccc4c3)n2n1,-0.8,6,-0.1,2
CC(=O)c1cccc(CN2CCC(n3nccc3NC(=O)C3CCOC3)CC2)c1 (configuration not stated),-0.5,2,0.1,0
O=C(Nc1ccc2[nH]c(=O)[nH]c2c1)c1ccc(N2CCCCC2)c([N+](=O)[O-])c1,0.2,15,0.4,-3
N#Cc1c(-c2cccs2)cc(-c2cccs2)nc1SCc1ccc(Cl)c(Cl)c1,-0.9,-6,-0.1,0
O=C(NCC1CCC2(CCN(Cc3cccc4ncccc34)CC2)O1)c1ccccc1 (configuration not stated),-0.1,-2,0.3,6
c1ccc2c(c1)N1CCN=C1N2CCN1CCCCC1,0.4,-8,0.1,-7
CCCN1C(=O)NC2(CCN(C(=O)C3CCCC3)CC2)C1=O,-0.7,7,0.8,-2
COc1cccc(N(CC(=O)Nc2cccc(C)c2C)S(C)(=O)=O)c1,-0.9,12,0.1,9
Oc1ccc(CNc2ccccc2)c2cccnc12,0.2,73*,-0.7,4
O=C(c1ccco1)N1N=C(c2cccs2)CC1c1ccc(F)cc1 (configuration not stated),-0.5,4,-0.2,2
CC(C)(C)c1ccc(C2/C(=C(/O)c3ccc(Cl)cc3)C(=O)C(=O)N2Cc2cccnc2)cc1 (configuration not stated),-0.6,-3,0.2,0
CCOC(=O)Cc1csc(NC(=O)c2c(O)c3cccc4c3n(c2=O)CCC4)n1,-0.3,-3,-0.1,-1
CCOC(=O)C1(CCCc2ccccc2)CCN(C(=O)CCSC)CC1,1.0,14,0.1,0

# No enrichment for hits. Share with any hit: about 3.4%.
